# Screens: PubChem BioAssay, National Center for Advancing Translational Sciences (NCATS)
# FEN1 inh = qHTS Assay for the Inhibitors of Human Flap endonuclease 1 (FEN1). P39748. Recombinant FEN1 flap cleavage, fluorescence, 15 min. Potency, µM (titrated, usually from 114 µM), without a hit: top-dose activity change, negative = inhibition, actives largely listed as inhibitors. actives 0.35% (n = 390,000). AID 588795, 2011; note: nearly all actives have a fitted effect of over 65% in size
# Target sequence (P39748 whole entry, looked up): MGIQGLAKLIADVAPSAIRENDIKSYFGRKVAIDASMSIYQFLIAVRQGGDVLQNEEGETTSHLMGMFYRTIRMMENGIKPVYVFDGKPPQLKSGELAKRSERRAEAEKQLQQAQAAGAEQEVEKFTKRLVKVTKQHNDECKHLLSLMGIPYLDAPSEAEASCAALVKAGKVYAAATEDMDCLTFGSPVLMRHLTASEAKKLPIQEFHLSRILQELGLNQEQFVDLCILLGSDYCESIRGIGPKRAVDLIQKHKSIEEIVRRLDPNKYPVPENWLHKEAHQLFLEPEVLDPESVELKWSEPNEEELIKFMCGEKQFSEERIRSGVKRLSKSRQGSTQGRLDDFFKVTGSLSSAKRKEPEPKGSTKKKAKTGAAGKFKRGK
#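 Quantitative HTS format: each compound was titrated, incubated with 10 nM nuclease for 15 min at room temperature, then challenged with flap substrate at 50 nM final. Signal change over 15 min gave concentration–effect curves.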
# TDP1 inh = qHTS Assay for Inhibitors of Tyrosyl-DNA Phosphodiesterase (TDP1); Tyrosyl-DNA phosphodiesterase 1 (Homo sapiens), Q9NUW8; recombinant TDP1, AlphaScreen DNA substrate cleavage; Potency, µM (titrated, usually from 130 µM), for inactives: top-dose activity change, negative = inhibition, actives largely listed as inhibitors; actives 0.28% (n = 350,000); AID 485290, 2010; note: nearly all actives have a fitted effect of over 40% in size
# Target sequence (Q9NUW8 whole entry, looked up): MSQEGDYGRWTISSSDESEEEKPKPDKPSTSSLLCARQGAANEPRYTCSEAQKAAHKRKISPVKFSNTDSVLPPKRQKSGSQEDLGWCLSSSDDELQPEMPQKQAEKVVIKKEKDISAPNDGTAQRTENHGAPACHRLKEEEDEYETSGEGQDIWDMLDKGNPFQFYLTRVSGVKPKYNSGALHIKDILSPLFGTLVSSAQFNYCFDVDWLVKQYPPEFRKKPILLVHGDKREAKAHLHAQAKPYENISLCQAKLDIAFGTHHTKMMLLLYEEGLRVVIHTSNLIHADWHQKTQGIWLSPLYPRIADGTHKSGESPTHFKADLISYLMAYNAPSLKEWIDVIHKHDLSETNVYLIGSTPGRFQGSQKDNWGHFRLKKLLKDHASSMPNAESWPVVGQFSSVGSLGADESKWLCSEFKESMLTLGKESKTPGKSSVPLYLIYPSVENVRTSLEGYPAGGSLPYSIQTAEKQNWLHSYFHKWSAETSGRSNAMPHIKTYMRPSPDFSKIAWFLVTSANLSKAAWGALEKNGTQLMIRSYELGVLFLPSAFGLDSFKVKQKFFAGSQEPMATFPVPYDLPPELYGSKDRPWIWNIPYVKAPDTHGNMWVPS
#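 Recombinant human Tdp1 (E. coli-expressed, 1 nM final) preincubated with compounds 15 min at room temperature, then 5'-biotin/3'-phosphotyrosine-FITC DNA substrate (15 nM final) added for 5 min. AlphaScreen beads (10 ug/ml final) added 10 min; cleavage lowers signal.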
# N370S GC = qHTS Assay for Inhibitors and Activators of N370S glucocerebrosidase as a Potential Chaperone Treatment of Gaucher Disease; Lysosomal acid glucosylceramidase (Homo sapiens), P04062; N370S GC spleen homogenate, 4MU-glucoside fluorescence; AID 2101, 2009; Potency, µM (top dose mostly 59.4 µM), without a hit: top-dose activity change, negative = inhibition, usual class: inhibitors; actives 0.092% (n = 330,000);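 note: 0% = full enzyme activity and -100% = no enzyme basal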
# Active calls of the source: *; ? = inconclusive; . = not tested or not shown; & = joins results of further samples; [ ] = another dose, or the depositor's remark. Calls come from the whole dose curve; as a rule, active = well fitted curve in the direction sought with a large enough effect; inconclusive = small, poorly fitted or top-dose-only effect, or another doubt; inactive = no such curve, though single readings can be large; an effect the other way counts as inactive or inconclusive. Unless noted, % is set by controls: 0 for no effect and ±100 for the full control effect; potency is the fitted concentration of half-maximal effect.
SMILES	FEN1 inh	TDP1 inh	N370S GC
Cc1onc(-c2ccccc2)c1C(=O)NNC(=S)NC(=O)c1ccc(F)cc1	-16%	-3%	-3%
O=C(/C=C/c1c(Cl)cccc1Cl)n1cccn1	2%	2%	7%
COc1ccc(/C=N/N2CCOCC2)cc1Cn1cc([N+](=O)[O-])cn1	-5%	3%	2%
Cc1ccc2c(N)[nH]nc2n1	-1%	7%	-3%
COc1ccc(CN2CCc3cc(OC)c(OC)cc3C2)cc1O	3%	.	-4%
O=C1N/C(=N\N=C\c2cccs2)SC1Cc1ccc(Cl)c(Cl)c1 (stereo not drawn)	-12%	7%	-4%
C=CCN(CC(=O)NCc1ccc(OC)cc1)C(=O)c1csnn1	-10%	2%	2%
C=CCN1C(=O)C(Cc2ccc(OC)cc2)SC1=Nc1ccc(C(=O)O)cc1 (stereo not drawn)	5%	2%	4%
CCOc1ccc2nc(NC3=NC(c4ccc(OC)cc4)CC(=O)N3)nc(C)c2c1 (stereo not drawn)	79µM*	6%	-4%
CSc1cccc(NC(=O)COC(=O)c2ccccn2)c1	18%	1%	.
Cc1ccc(NC(=O)CSc2nnc(C3COc4ccccc4O3)o2)c(Cl)c1 (stereo not drawn)	3%	0%	2%
CCn1cc(C(=O)N(C)c2cc(C)ccc2C)c2cc(OC)c(OC)cc2c1=O	14%	3%	.
COc1c(C)cccc1C(=O)Nc1ccc(N2CCN(C(=O)c3ccccc3C)CC2)cc1	-23%	7%	-6%
Cc1nc2ccc(C(=O)O)cc2c2c1CC(C)S2 (stereo not drawn)	?	20µM*	0%
COc1ccc(CCNC(=O)CN(C)S(=O)(=O)c2cccs2)cc1OC	1%	4%	-7%
Cn1c(CCN2CCN(c3ccccn3)CC2)nc2cc(NC(=O)COc3ccc(Cl)cc3)ccc21	-4%	5%	-1%
CCc1ccccc1NC(=O)Nc1ccc(F)cc1	-15%	-5%	12%
Cc1ccc(-c2nn3c(C)nnc3s2)cc1NC(=O)C(C)C	-9%	-2%	2%
COc1ccc(N=Cc2c(O)n(-c3cccc(C)n3)c(=O)c3ccccc23)cc1	?	8%	-2%
Cc1ccc(C(=O)c2c[nH]c(C(=O)NCc3cccnc3)c2)cc1	-10%	6%	3%

# Remaining list, next part
SMILES	FEN1 inh	TDP1 inh	N370S GC
O=C(NCc1ccco1)c1ccccc1NS(=O)(=O)c1ccc(Cl)s1	17%	5%	19%
Cn1c(=O)n(C)c2cc(NC(=O)CCl)ccc21	-8%	3%	0%
CC(=O)Nc1ccc(S(=O)(=O)n2nc(-c3ccc(C)cc3)nc2N)cc1	-22%	2%	1%
O=[N+]([O-])c1ccc(-c2ncc(-c3ccc(Br)cc3)o2)cc1	-2%	5%	-15%
O=C(O)C(c1ccccc1)N1C(=O)/C(=C\c2ccc(-c3ccccc3Cl)o2)SC1=S (stereo not drawn)	50µM*	.	0%
CCCCN(CC)C(=O)c1cc2c(=O)n3cccc(C)c3nc2n1C	1%	-1%	.
COc1ccc(NC(=O)c2cnc(C)cn2)cc1-n1cnnn1	-15%	1%	2%
COc1ccc2c(CC(=O)NC(Cc3ccc(Cl)cc3)C(=O)O)cc(=O)oc2c1C (stereo not drawn)	-22%	.	29%
O=C(C1CC(=O)N(c2ccc(Br)cc2)C1)N1CCCC1 (stereo not drawn)	2%	5%	-3%
NS(=O)(=O)c1ccc(CCNC(=O)NC2(C(F)(F)F)Oc3ccccc3O2)cc1	-1%	-2%	-6%
C=CCS/C(=N\n1cnc2ccccc2c1=O)N(CC)CC	1%	2%	6%
CC(=O)N1CCCc2ccc(NS(=O)(=O)c3ccc(C)cc3)cc21	-3%	-2%	-1%
COC(=O)CC1COc2ccccc2N1C(=O)c1ccc(Cl)cc1 (stereo not drawn)	-19%	2%	5%
CCc1ccc(-c2csc(NC(=O)COC(=O)CCc3nc4ccccc4s3)n2)cc1	.	0%	4%
O=C(Nc1ccsc1C(=O)O)c1ccc(Cl)cc1	3%	.	3%
COc1ccc(N2CCN(CC(=O)N3CCC(C)CC3)CC2)cc1	-2%	2%	-6%
O=[N+]([O-])c1ccc(-c2c(O)c3ccccc3c3nc4ccccc4nc23)cc1	4%	0%	-9%
COc1ccc2[nH]c(=O)c(CN(Cc3ccco3)C(=O)c3ccccc3)cc2c1	-4%	4%	7%
Cc1cccc(N2CC(C(=O)Nc3cccc(S(=O)(=O)N4CCCCC4)c3)CC2=O)c1C (stereo not drawn)	-13%	1%	.
N/C(=N\OC(=O)/C=C/c1ccccc1Cl)c1cccnc1	-2%	4%	3%

# Next compounds follow:
SMILES	FEN1 inh	TDP1 inh	N370S GC
O=C(CSc1nnc(CNc2ccc(Cl)cc2)n1Cc1ccccc1)NCc1ccco1	-6%	6%	-7%
O=C(CN1CCc2ccccc2C1)Nc1ccccc1N1CCCCCC1	-8%	7%	7%
NC(=O)C1CCN(C(=O)c2ccc(NC3=NC4CS(=O)(=O)CC4S3)cc2)CC1 (stereo not drawn)	0%	-1%	-3%
CC(C)NC(=O)CSc1nc(N)c(NC(=O)c2ccccc2F)c(=O)[nH]1	9%	-3%	-8%
Nc1nc(N)nc(-c2cc([N+](=O)[O-])ccc2O)n1	-17%	56µM*	.
CCCCCCCC(=O)N/N=C/c1ccco1	10%	0%	4%[12.8 µM]
Clc1ccc(OCc2nn3c(-c4ccncc4)nnc3s2)cc1	3%	2%	8%
COc1ccc(C(C(=O)NCc2ccccc2)N(Cc2cccs2)C(=O)c2cnccn2)cc1 (stereo not drawn)	11%	6%	9%
CCOc1ccc(CCNC(=O)c2cn(-c3ccc(OC)cc3)c(=O)c3ccccc23)cc1OCC	0%	8%	.
C[C@H]1CN(C2CCCCC2)C(=O)[C@@H]1CC(=O)NCc1ccccc1	-8%&-5%	.	-3%
Cc1noc(C)c1S(=O)(=O)Nc1ccc(O)c2c(=O)cc(-c3ccccc3Cl)oc12	-11%	.	2%
O=C(c1ccc(Cl)c(S(=O)(=O)N2CCOCC2)c1)N(c1ccccn1)C1CCCCC1	-2%	-1%	2%
COc1cc(/C=N/Nc2nncn2/N=C/c2ccc(O)c(OC)c2)ccc1O	?	0%	-7%
COC(CC(=O)NNC(=S)Nc1ccccc1)OC	14%	-2%	-15%
C[C@H](CO)N1C[C@H](C)[C@@H](CN(C)S(=O)(=O)c2ccc(F)cc2)Oc2c(NC(=O)Nc3ccc4c(c3)OCO4)cccc2C1=O	-3%	7%	.
CCOC(=O)N1CCN(C(=O)C2CCN(S(=O)(=O)N3CCCC3)CC2)CC1	0%	5%	-2%
O=c1cc(-c2ccccc2)c2ccc3c(c2o1)CN(Cc1cccc(Cl)c1)CO3	3%	7%	.
O=C(NCCCN1CCOCC1)c1nn(-c2ccccc2)c(=O)c2ccccc12	1%	2%	-12%
Cc1nc2c3ccccc3n(CC(=O)c3ccc(F)cc3)c(=O)n2n1	-4%	3%	3%
Cc1cccc(NC(=O)NCC(c2ccc(F)cc2)N2CCN(C)CC2)c1 (stereo not drawn)	-4%	1%	-10%

# Later entries:
# Every second line gives: FEN1 inh | TDP1 inh | N370S GC
Cc1cc(C)c2[nH]c(=O)c(CN(Cc3cccs3)C(=S)NCc3ccco3)cc2c1
 : -13% | 6% | -22%
CC1CCCN(C(=O)C(C)Sc2nc(-c3ccccc3)cc(C(F)(F)F)n2)C1 (stereo not drawn)
 : -18% | 2% | -1%
CCOC(=O)C1CCN(C(=O)c2ccc(NC(=O)c3nsc4ccccc34)cc2)CC1
 : -4% | 5% | .
CC(C)CCNC(=O)Cn1cc(S(=O)(=O)Cc2ccc(F)cc2)c2ccccc21
 : 7% | 0% | .
Oc1csc(Cc2nc(-c3ccc4ccccc4c3)cs2)n1
 : -1% | 8% | -3%
CCOc1ccc2c(O)csc2c1
 : -1% | 10% | 8%
O=C(CCS(=O)(=O)c1ccccc1)OCC(=O)N1CCN(S(=O)(=O)c2ccc(Cl)cc2)CC1
 : 11% | 8% | -13%
O=C(NCc1cccc(F)c1)C1=Cc2cc(Br)ccc2OC1
 : -25% | 4% | .
Cc1cc(C)c(NC(=O)C(=O)NCCc2csc(-c3ccc(F)cc3)n2)c(C)c1
 : -12% | 3% | .
Cn1c(SCC(=O)NNC(=O)c2ccccc2Br)nnc1C(F)(F)F
 : 16% | -11% | .
CC(=O)Nc1ccc(NC(=O)c2nc(S(=O)(=O)Cc3ccccc3)ncc2Cl)cc1
 : 16% | 0% | -8%
O=C(N/N=C/c1c(-c2ccccc2)[nH]c2ccccc12)c1cccnc1
 : ? | 5% | -1%
Cc1cc(C)c(C#N)c(SCc2cn3ccccc3n2)n1
 : -9% | 2% | 13%
COc1ccc(C(=O)NC(=S)Nc2ccc(Cl)c(C(=O)O)c2)cc1
 : 3% | -3% | ?
O=C(c1cccs1)N(Cc1nc2sc3c(c2c(=O)[nH]1)CCCC3)C1CCCC1
 : 17% | -5% | ?
O=C(CNC(=O)c1ccco1)Nc1ccc(F)cc1
 : 16% | -8% | 23%
COc1ccccc1NC(=S)NCc1cccnc1
 : 5% | 1% | -5%
CCN(c1ccc(OC)cc1)S(=O)(=O)c1nnc(NC(=O)c2ccccc2C)s1
 : 14% | -1% | .
Cn1c(C(=O)N2CCN(C(=O)c3ccco3)CC2)cc2c(=O)n3ccccc3nc21
 : 0% | -2% | 20%
Cc1nc2ccc(S(=O)(=O)NC(C(=O)N3CCCC3)C(C)C)cc2s1 (stereo not drawn)
 : 0% | 5% | -3%
COc1ccc(S(=O)(=O)N2CCOCC2)cc1NC(=O)CCc1nc2ccccc2c(=O)[nH]1
 : -2% | 4% | -4%
Cc1ccccc1S(=O)(=O)Cc1ccc(C(=O)NCc2ccc(F)cc2)o1
 : -11% | 3% | -7%
COc1ccc(S(=O)(=O)n2c(C)nc3ccccc32)cc1C
 : -1% | . | 0%
CCC1(CC)NC(=O)N(CC(=O)N2CCc3ccccc32)C1=O
 : -1% | 0% | .
CSc1ccccc1NC(=O)CN(C)CC(=O)Nc1c(F)cccc1F
 : -2% | -6% | -1%
C=CCn1c(=N)c(C(=O)OC)cc2c(=O)n3cccc(C)c3nc21
 : . | 6% | 9%
O=C(C[n+]1ccccc1)N/N=C/c1ccco1
 : -5% | 0% | -7%
COc1ccc(NS(=O)(=O)c2cccs2)cn1
 : 10% | 6% | -8%
O=C(COc1ccc2ccccc2c1)Nc1cccc(C(=O)Nc2ccccc2C(=O)O)c1
 : -17% | 6% | -5%
Cc1ccc(NC(=O)Cn2c(=O)n(CCC(C)C)c(=O)c3cccnc32)cc1C
 : 7% | 2% | .

# Looked up one by one from the list above:
# Every second line gives: FEN1 inh | TDP1 inh | N370S GC
COc1ccccc1NC(=S)NCc1cccnc1
 : 5% | 1% | -5%
Cn1c(CCN2CCN(c3ccccn3)CC2)nc2cc(NC(=O)COc3ccc(Cl)cc3)ccc21
 : -4% | 5% | -1%
NC(=O)C1CCN(C(=O)c2ccc(NC3=NC4CS(=O)(=O)CC4S3)cc2)CC1 (stereo not drawn)
 : 0% | -1% | -3%
CCOc1ccc2c(O)csc2c1
 : -1% | 10% | 8%

# Next records follow.
# Every second line gives: FEN1 inh | TDP1 inh | N370S GC
Cc1cccn2c(NCc3ccc4c(c3)OCO4)c(-c3ccc(O)cc3)nc12
 : -20% | 1% | ?
Cn1cccc1CC(=O)N/N=C\c1c2ccccc2cc2ccccc12
 : -11% | 10% | -8%
CC(=O)Nc1ccccc1NS(=O)(=O)c1cccc([N+](=O)[O-])c1
 : 4% | 3% | -9%
Cc1ccc(-c2c[n+](CC(=O)Nc3ccccc3C)c3n2CCC3)cc1
 : 2% | 1% | 0%
O=C(Nc1ccccc1NC(=O)c1ccco1)c1ccccc1
 : -3% | 16% | -6%
COc1ccc2[nH]c(=O)c(COC(=O)c3ccco3)cc2c1
 : -10% | 5% | 27%
Cc1nc(NCC2CCCO2)c2nnn(Cc3ccccc3Cl)c2n1 (stereo not drawn)
 : 1% | 3% | 0%
COC(=O)c1cc(Br)c(N)cc1OC
 : -12% | 0% | -18%
O=C(CSc1nc2c(c(=O)n1-c1ccccc1)SCC2)NCC1CCCO1 (stereo not drawn)
 : 17% | . | -7%
CC1CCN(c2nc(N3CCCCC3)nc(N3CCCCC3)n2)CC1
 : 0% | 0% | -2%
C=CCn1cc(C(=O)N2CCc3ccccc3C2)c(=O)c2cc(S(=O)(=O)N(CC)CC)ccc21
 : -4% | 1% | 18%

# FEN1 inh: what is marked active above
# Every second line gives: FEN1 inh | TDP1 inh | N370S GC
CCOc1ccc2nc(NC3=NC(c4ccc(OC)cc4)CC(=O)N3)nc(C)c2c1 (stereo not drawn)
 : 79µM* | 6% | -4%
O=C(O)C(c1ccccc1)N1C(=O)/C(=C\c2ccc(-c3ccccc3Cl)o2)SC1=S (stereo not drawn)
 : 50µM* | . | 0%
